Screens from PubChem.
MEKK2wt PB1 HTS: raises or lowers MEK5 binding to wildtype human MEKK2 PB1 domain; Q9Y2U5; bead flow cytometry, Alexa488-MEK5 binding to MEKK2 WT; actives lie on both sides; binding response (% of control), % at 10 µM; 1.1% of 290,000 active; in the data active = binding response below about 67% or above about 130%
MEKK2mut PB1 HTS: signal of MEK5 binding to mutant human MEKK2 PB1 domain; 0.35% of 290,000 active; percent response, % at 10 µM; bead flow cytometry, Alexa488-MEK5 binding to MEKK2 mutant; AID 1530; in the data active = percent response above about 24%, passing the limit was not always enough; also: inactives centre near 1; some results filed as inactive read as strong as hits
NALP1 inh: NALP1 inhibition; 0.61% of 280,000 active; S. cerevisiae NALP1/ASC/caspase-1 growth, X-gal OD620, 72 h; inhibition, % at 10 µM; in the data active = inhibition mostly above about 24%, no sharp cut-off; inactive = mostly below about 32%; also: some compounds called inactive have numbers as strong as hits
PfM18AAP inh: PfM18AAP enzyme inhibition; recombinant PfM18AAP, H-Glu-NHMec fluorogenic cleavage; inhibition, % at 7.35 µM; 1.2% of 290,000 active; AID 1822;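 active = inhibition above the campaign mean inhibition over all tested compounds plus 3 SD, cut at about 28% in these data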;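 also: 0% = plate median of test compound wells and 100% = 2 mM ZnCl2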
FID counter: displaces DNA intercalator in HCV helicase counter-screen. DNA fluorescent intercalator displacement, fluorescence. inhibition, % at 7.9 µM. 0.17% of 290,000 active; in the data active = inhibition above about 37%;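 also: 0% = vehicle and 100% = reference compound; higher means more ethidium bromide displaced from hairpin DNA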
IMP-1 inhibitor: inhibitors of Pseudomonas aeruginosa IMP-1 metallo-beta-lactamase; 0.45% of 290,000 active; purified IMP-1, nitrocefin hydrolysis, epi-absorbance fluorescence; inhibition, % at 5.6 µM;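 active = inhibition above the mean plus 3 SD of all compounds in the same screening run, cut at about 4.5% in these data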;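 also: 0% = IMP-1 with DMSO and 100% = DMSO wells lacking enzyme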
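System: purified recombinant IMP-1 beta-lactamase. Medium: Zinc- and detergent-supplemented HEPES buffer, pH 7.1. Compound: one 5.6 µM dose […]. Schedule: 15 min preincubation plus 25 min reaction at 25 °C. Technique: Epi-absorbance fluorescence, 480 nm excitation, 530 nm emission.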
VIM-2 inhibitor: inhibitors of Pseudomonas aeruginosa VIM-2 metallo-beta-lactamase. purified VIM-2, nitrocefin hydrolysis, epi-absorbance fluorescence. inhibition, % at 5.6 µM. 0.89% of 290,000 active;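 active = inhibition above the mean of all tested compounds plus 3 SD, cutoff set per screening run, cut at about 7.5% in these data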;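 also: red hydrolysis product quenches plate fluorescence so inhibitors raise well fluorescence; 0% = enzyme with DMSO and 100% = DMSO without enzyme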
UBC9 SUMO inh: inhibitors of human SUMOylation (UBC9) | P63279 | HTRF SUMOylation assay, SAE1/SAE2 + UBC9, in vitro | inhibition, % at 35 µM | 0.36% of 290,000 active | AID 2006; in the data active = inhibition above about 50%, passing the limit was not always enough; also: strong numbers were not always called active
Target sequence (P63279 whole entry, looked up): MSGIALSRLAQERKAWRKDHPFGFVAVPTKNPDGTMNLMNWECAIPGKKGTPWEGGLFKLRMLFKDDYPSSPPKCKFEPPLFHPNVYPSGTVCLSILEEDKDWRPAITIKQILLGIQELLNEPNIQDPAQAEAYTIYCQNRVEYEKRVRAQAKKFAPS
HCV NS3 hel inh: HCV NS3 helicase inhibition | NS3 helicase DNA unwinding, Cy5 molecular beacon fluorescence | inhibition, % at 10.9 µM | 0.56% of 290,000 active | AID 1800;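 active = inhibition above the mean of all tested compounds plus 3 SD, set per campaign, cut at about 35% in these data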;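 also: 0% = DMSO wells and 100% = thioflavine S control wells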
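Material: hepatitis C virus NS3 helicase domain fragment enzyme; measured by: Cy5 fluorescence, 0 and 60 min reads; control set: DMSO and thioflavine S; incubation: 60 min unwinding reaction at 25 °C after ATP addition; read-out basis: % inhibition from 60/0 min fluorescence ratio, DMSO 0%, thioflavine S 100%; repeats: singlicate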
* = called active by the depositor; · = no result given.

SMILES	MEKK2wt PB1 HTS	MEKK2mut PB1 HTS	NALP1 inh	PfM18AAP inh	FID counter	IMP-1 inhibitor	VIM-2 inhibitor	UBC9 SUMO inh	HCV NS3 hel inh
O=C(/C=C/Nc1cccc([N+](=O)[O-])c1)c1cccs1	90	-2	1	1	-4	-4.8	2.3	10	3
COc1cc(NC(=O)c2cc(C(C)C)on2)cc(OC)c1OC	113	9	-12	6	-20	-2.6	-4.3	9	-5
CCn1nc(C)c(CN2CCN(Cc3ccsc3)C(CCO)C2)c1C (centres undefined)	93	-7	-14	-5	4	-3.0	-4.9	6	-3
CC1C2CC(C/C2=N/NC(=O)c2cccs2)C1(C)C (centres undefined)	97	-4	-8	-12	-2	0.5	-1.1	33	3
NS(=O)(=O)c1ccc(CCNC(=O)/C=C/c2ccccc2[N+](=O)[O-])cc1	99	-2	14	-1	0	-1.2	-1.0	6	-20
Cc1nc(N)sc1-c1csc(Nc2ncccn2)n1	50	-15	-11	-1	0	27*	1.9	3	-11
C=CCSc1nnc(Cc2cc(=O)[nH]c(=O)[nH]2)n1-c1cc(C)ccc1C	104	0	15	10	-7	-2.7	1.1	-3	3
CN(C)C(=O)CN1c2cccc3cccc(c23)S1(=O)=O	103	4	7	-4	-8	-4.0	-3.3	15	3
CS(=O)(=O)N1CCN(c2ccc(NC(=S)NC(=O)c3ccc4c(c3)OCO4)cc2)CC1	86	-15	16	-6	-2	0.8	0.6	10	0
COC(=O)c1ccc(/C=N/NC(=O)c2cccc(F)c2)cc1	94	0	34	-1	-5	-3.6	-6.9	-11	-1
O=C(Nc1ccccc1N1CCOCC1)C1CCN(S(=O)(=O)c2ccc(Cl)cc2)CC1	79	-26	·	1	-37	-1.8	-4.3	-25	-8
N/C(=N\OC(=O)Cc1cccc2ccccc12)c1ccccn1	109	3	38	1	-10	-0.7	-5.2	-8	2
COc1ccccc1NC(=O)Cn1c(=O)n(CCc2c[nH]c3ccccc23)c(=O)c2cccnc21	83	-7	18	-1	0	0.7	2.2	1	-5
Cc1ccccc1C1=N/C(=C/c2cccnc2)C(=O)O1	86	-14	-5	0	1	-0.8	-2.1	-2	-12
O=C(/C=C/c1ccco1)NC1CCCC1	86	-12	10	-1	-11	-1.4	-3.0	17	2
COc1ccccc1/C=N/NC(=O)c1ccccc1NS(=O)(=O)c1ccc(C)cc1	95	1	12	2	-7	-0.7	-4.1	-8	6
CCOC(=O)c1nc(C)n(-c2ccc(Cl)cc2Cl)n1	102	4	30	-12	-3	-3.4	-2.8	-20	-5
CCOC(=O)C(NC(=O)Nc1ncccn1)(Oc1ccccc1)C(F)(F)F (centres undefined)	100	1	31	1	0	-2.2	-1.2	9	-8
CC(C)N(C(=O)CSc1n[nH]c(=O)n1CCc1ccccc1)C(C)C	96	1	-1	-5	-26	-3.0	-1.2	-13	-1
O=C(COc1ccc(F)cc1)Nc1nccs1	102	12	-73	-9	0	-3.0	-3.1	-1	4
COc1ccc(NC(=O)c2ccc([N+](=O)[O-])cc2[N+](=O)[O-])c(OC)c1	114	0	8	6	10	-3.9	-0.3	13	-1
CC(=O)N1CC(C)Sc2ccc(S(=O)(=O)NCCc3ccc(C)cc3)cc21 (centres undefined)	107	8	17	2	-45	-1.0	-2.3	12	-15
O=C(Nc1ccccc1N1CCOCC1)c1ccc2c(c1)C(=O)N(Cc1ccncc1)C2=O	110	7	13	3	-16	-3.3	-2.0	-2	-7
N#CCCN(C(=O)CSc1nc2nc(-c3cccs3)cc(C(F)(F)F)c2c(=O)[nH]1)c1ccccc1	95	-5	20	-13	-1	-2.2	0.5	9	0
CCN(CC)C(=S)SCC(=O)Nc1cccc(C(F)(F)F)c1	126	10	·	-9	-11	-2.4	-0.2	·	-4
Nn1c(COc2ccc(Cl)cc2)n[nH]c1=S	106	-4	-10	19	2	-3.2	-3.8	8	-8
CN(C)CC1CCCCC1OC(=O)c1ccc(Cl)cc1Cl (centres undefined)	105	2	26	3	10	-1.9	-4.3	-36	-1
COc1ccc(O)c(C(=O)c2cnn(-c3ccccn3)c2)c1	86	-8	-10	-5	-8	-1.4	-0.9	7	-16
Cc1ccc(C)c(NC(=O)CCC(=O)N/N=C/c2ccc[nH]2)c1	103	3	13	-3	-5	-1.7	-2.1	21	1
CCOC(=O)C1=C(C)N(C)C(=O)NC1c1c(OC)ccc2ccccc12 (centres undefined)	103	0	8	10	-31	-0.5	1.8	-2	12
CCOC(=O)/C(C#N)=C1/C=CN(c2ccccc2)C=N1	108	9	-7	5	-9	-2.4	-1.4	-3	-2
CCc1n[nH]c2c1/C(=N\O)CC(C)(C)C2	87	-12	4	-3	-4	-2.1	-2.4	6	-23
CCCCCn1c(=O)c(C(=O)OCC)c(Cl)c2ccccc21	105	6	·	-1	-33	-1.9	-2.8	13	3
CC(C)CSc1nc2ccccc2n1CC(=O)O	96	-4	0	6	-4	-5.2	-3.3	-1	-3
COc1ccc(C(C)=O)cc1COC(=O)c1cc2ccccc2cc1O	98	1	11	-9	-18	-2.3	-2.9	2	2
C[C@H](NC(=O)Nc1ccccc1F)C(=O)O	100	2	8	0	2	-1.5	-1.9	20	-2
Cc1ccccc1N1CCN(C(=O)c2ccccc2NC(=O)/C=C\C(=O)O)CC1	109	12	12	-35	-12	-0.1	-0.3	13	-8
Cc1cc(C)cc(NC(=O)C2CCCN(c3nccc(C)n3)C2)c1 (centres undefined)	91	-3	10	1	-2	-0.6	-1.2	-8	-2
O=C(Nc1ccc(Cl)c(Cl)c1)N1CC=CCC1	102	18	7	-1	-7	-1.3	-1.5	21	1
Nc1ccccc1SC/C=C/CSc1ccccc1N	98	2	9	6	-15	-3.5	0.5	6	-12
CC(C)Sc1nc(N2CCCC2)c2c(c1C#N)CC(C)(C)OC2	105	4	7	4	-6	-1.2	-2.0	-14	-5
CCNC(=S)N(Cc1ccccc1)Cc1nc2ccccc2c(=O)[nH]1	85	-6	2	5	-8	-1.7	-3.0	-15	-2
c1ccc(CN2CCN(c3nc(-c4ccccc4)nc4ccccc34)CC2)cc1	·	·	45	4	1	-1.4	-1.2	-6	-19
N#CC1=C(N)Oc2c(oc(CO)cc2=O)C12C(=O)Nc1ccc(Cl)cc12 (centres undefined)	102	0	9	1	-1	-1.3	0.1	10	-1
CC(C)(C)c1nc(NCCO)c2nnn(Cc3ccccc3)c2n1	101	0	-1	-8	-37	-7.3	-1.2	1	-10
O=C(NCCc1ccccc1)C(=O)NCC1OCCCN1S(=O)(=O)c1cc(F)ccc1F (centres undefined)	99	2	1	-2	-30	-1.1	-0.2	5	-3
Cc1ccc(C2=CC(C)(c3ccc(C)cc3)Nc3nc(C(F)(F)F)nn32)cc1 (centres undefined)	100	7	36	-1	-11	-2.1	-3.0	-24	-4
COc1ccc(NC(=O)CSc2[nH]c(=O)cc(C)c2C#N)cc1OC	95	-3	-3	0	-9	-5.4	1.3	-2	-3
CCOC(=O)C1=C(CSc2nc(-c3ccncc3)ccc2C#N)OC(N)=C(C#N)C1c1ccc(OC)cc1 (centres undefined)	99	2	12	34*	-24	4.0	-0.4	18	4
Cc1cccc(Oc2ncnc(N)c2[N+](=O)[O-])c1C	102	38	22	0	1	-1.3	0.0	-3	-4
S=C(NN=C1CCN(Cc2ccccc2)CC1)NC1CCCCC1	108	0	-1	15	1	-3.0	-1.5	-2	-3
CCN(N=Nc1cccc([N+](=O)[O-])c1)c1cccc([N+](=O)[O-])c1	106	8	8	-10	0	-2.3	-5.0	-4	-1
O=C(O)CCN=Cc1c(O)c2ccccc2oc1=O	98	0	-7	-2	-8	-2.5	-3.3	26	9
Cc1cc(C)cc(NC(=O)NNC(=O)c2cc3occc3[nH]2)c1	100	3	-1	56*	-19	-0.9	-4.0	10	34
COc1ccc(C)cc1S(=O)(=O)N1CCN(S(=O)(=O)c2cc(C)ccc2OC)C(C)C1 (centres undefined)	91	-4	34	-8	-34	-2.3	-3.8	-9	6
CCCc1cc(-n2cnc3ccccc32)n2c(nc3ccccc32)c1C#N	93	-2	7	-5	-3	-1.5	-1.6	32	1
S=C1SCN(CCN2CCOCC2)CN1Cc1ccccc1	92	-10	-14	5	0	-4.2	0.0	-7	5
Cc1nc(SCC#N)c2c3c(sc2n1)CCC3	101	0	1	-8	-4	-1.6	2.5	3	6
O=c1c2ccccc2ncn1Cc1ccccc1	102	10	10	1	-3	-2.1	-1.2	7	-11
Cc1cccc(NC(=S)NCCc2ccccc2)n1	100	1	7	38*	-10	-2.7	-3.2	0	7

One compound at a time (already shown). Values in the order: MEKK2wt PB1 HTS	MEKK2mut PB1 HTS	NALP1 inh	PfM18AAP inh	FID counter	IMP-1 inhibitor	VIM-2 inhibitor	UBC9 SUMO inh	HCV NS3 hel inh
O=C(NCCc1ccccc1)C(=O)NCC1OCCCN1S(=O)(=O)c1cc(F)ccc1F (centres undefined) is entered as 99	2	1	-2	-30	-1.1	-0.2	5	-3
Cc1nc(SCC#N)c2c3c(sc2n1)CCC3 is entered as 101	0	1	-8	-4	-1.6	2.5	3	6
CC(C)(C)c1nc(NCCO)c2nnn(Cc3ccccc3)c2n1 is entered as 101	0	-1	-8	-37	-7.3	-1.2	1	-10
CCOC(=O)C(NC(=O)Nc1ncccn1)(Oc1ccccc1)C(F)(F)F (centres undefined) is entered as 100	1	31	1	0	-2.2	-1.2	9	-8
Cc1cccc(Oc2ncnc(N)c2[N+](=O)[O-])c1C is entered as 102	38	22	0	1	-1.3	0.0	-3	-4

The list goes on:
SMILES	MEKK2wt PB1 HTS	MEKK2mut PB1 HTS	NALP1 inh	PfM18AAP inh	FID counter	IMP-1 inhibitor	VIM-2 inhibitor	UBC9 SUMO inh	HCV NS3 hel inh
O=C(NCCCNc1ccc([N+](=O)[O-])cc1Cl)c1ccccc1F	92	-12	7	5	3	-1.6	-2.8	-10	-6
CCNC(=S)SCCOc1ccc(C)cc1	98	-1	12	-10	-3	0.7	1.1	2	-2
Cc1onc(-c2ccccc2Cl)c1C(=O)NCc1ccccn1	110	6	26	-8	0	-8.3	-3.5	9	-20
N=C1SCC(=O)N1c1ncc(Cc2cccc(Cl)c2)s1	95	-4	0	13	-16	-5.3	-6.7	-22	-3
Cc1nc(-c2cccc(NS(=O)(=O)c3ccccc3)c2)cs1	106	5	19	11	-11	2.1	0.7	5	-5
CC(C)c1ccc(C2NC(C(=O)O)CS2)cc1 (centres undefined)	96	-6	-2	11	0	-0.8	-2.2	0	7
CCCN(CC1CC1)C(=O)COc1ccccc1C(=O)NCc1ccccc1	97	-1	40	-15	-28	-1.3	-2.4	4	-4
CCOC(=O)C1CCN(C(=O)c2cc(COc3ccc(F)cc3F)on2)CC1	106	6	10	-5	-36	-3.0	-1.2	-4	-17
CCOc1ccc(-n2ccc(=O)c(C(=O)Nc3ccc(S(=O)(=O)Nc4nccs4)cc3)n2)cc1	102	1	18	2	-23	-3.0	-3.6	46	37*
Cn1nccc1NS(=O)(=O)c1ccc(NC(=O)C(F)(F)F)cc1	105	5	15	-2	5	-3.1	-1.7	1	-6
CCOC(=O)c1ccc(N2CCN(C(=O)c3ccccc3)CC2)c(NC(=O)c2ccco2)c1	93	0	0	1	-46	-3.9	-2.3	4	-11
Cc1ccc2oc(C(=O)NCCCN3CCOCC3)c(C)c2c1	113	10	-3	-4	3	-1.1	0.8	10	1
CC1CCN(S(=O)(=O)c2ccc3c(ccn3CC(=O)O)c2)CC1	109	9	0	4	-33	-2.9	-2.1	7	11
